TcdB GH inh = TcdB glycohydrolase inhibitors, primary screen, biochemical, single point, plate reader; AID 652162, 2013; Toxin B (Clostridioides difficile), P18177; inhibition, % at 9.99 µM; TcdB glycohydrolase enzymatic assay; 0.24% of 350,000 active; in the data active = inhibition above about 10%
CCHF vOTU inh = CCHFV vOTU protease inhibitors, primary screen, biochemical, Pep-AMC substrate, fluorescence. 0.55% of 370,000 active. Crimean-Congo hemorrhagic fever virus L polyprotein viral ovarian tumor (vOTU) protease …. inhibition, % at 11.5 µM. AID 651958, 2012; in the data active = inhibition above about 30%; note: 0% = vehicle wells with enzyme and 100% = no enzyme wells
* marks the source's active call; other numbers are inactive results; & = joins results of further samples.

SMILES	TcdB GH inh	CCHF vOTU inh
Cc1ccc2c(=O)n3c(nc2c1)C(CC(C)C)NC(=O)c1ccc(Cl)cc1-3 (stereo not drawn)	0.7	0
O=C(NC1CCCC1)c1nc(-c2c(F)cccc2F)oc1-c1ccccc1	1.0	0
CCOc1cc(/C=N/NC(=O)N/N=C/c2ccc(O)c(OCC)c2)ccc1O	1.4	-1
c1ccc(CC(Nc2cccnc2)c2ccccc2)cc1 (stereo not drawn)	1.3	19
COCc1cc(N2CCN(C(=O)OC(C)(C)C)C[C@H]2C)ccc1N1CCS(=O)(=O)CC1	-0.6	-9
COc1cccc(NC(=O)N(C)C[C@H]2OCc3cn(nn3)CCCC(=O)N([C@H](C)CO)C[C@@H]2C)c1	-1.6&0.5	-5
CCCN1CCCCC(NC(=O)c2ccc3ccccc3c2)C1=O (stereo not drawn)	0.7	-9
COC(=O)[C@]12C[C@H](CC(=O)N3CCCCC3)C(=O)N(CCC3=CCCCC3)C1=C[C@H](COCc1ccccc1)O[C@@H]2C	1.4	9
Cc1cc(NC(=O)Cc2cn(C)c3ccccc23)ccc1Oc1cccnc1	-0.1	-4
COc1ccc(NC(=O)C(c2ccc(OC)cc2)n2c(=O)c(-c3ccco3)nc3ccccc32)cc1 (stereo not drawn)	-0.1	4
COC(=O)C1=C(C(=O)OC)C2C=C(C(C)C)C1C(=O)C2(C)O (stereo not drawn)	-9.8	-7
COc1ccccc1-c1nc2ccccc2n(CC(C)C)c1=O	0.7	22
COc1ccc(C2CC(=O)C(c3cccc(F)c3)=CN2Cc2ccccc2)cc1 (stereo not drawn)	1.3	4
COc1ccc(C2=Nc3ccccc3N(C(=O)Cc3cc(OC)cc(OC)c3)C2C(=O)NC(C)(C)C)cc1 (stereo not drawn)	0.4	21
COC(=O)C1=C(C)N(Cc2cccc(C(F)(F)F)c2)C(=NCc2cc(OC)c(OC)c(OC)c2)NC1c1cccc(C(F)(F)F)c1 (stereo not drawn)	2.1	3

Grouped by structure: those above containing a carbonyl joined to an NH by a bond outside any ring (7)
SMILES	TcdB GH inh	CCHF vOTU inh
O=C(NC1CCCC1)c1nc(-c2c(F)cccc2F)oc1-c1ccccc1	1.0	0
CCOc1cc(/C=N/NC(=O)N/N=C/c2ccc(O)c(OCC)c2)ccc1O	1.4	-1
COc1cccc(NC(=O)N(C)C[C@H]2OCc3cn(nn3)CCCC(=O)N([C@H](C)CO)C[C@@H]2C)c1	-1.6&0.5	-5
CCCN1CCCCC(NC(=O)c2ccc3ccccc3c2)C1=O (stereo not drawn)	0.7	-9
Cc1cc(NC(=O)Cc2cn(C)c3ccccc23)ccc1Oc1cccnc1	-0.1	-4
COc1ccc(NC(=O)C(c2ccc(OC)cc2)n2c(=O)c(-c3ccco3)nc3ccccc32)cc1 (stereo not drawn)	-0.1	4
COc1ccc(C2=Nc3ccccc3N(C(=O)Cc3cc(OC)cc(OC)c3)C2C(=O)NC(C)(C)C)cc1 (stereo not drawn)	0.4	21

The list goes on.
SMILES	TcdB GH inh	CCHF vOTU inh
COc1ccc(N2C[C@@]3(O)CC[C@@H](O)[C@@H](OC)[C@@H]3[C@@](C)(O)[C@@H]2CC=C(C)C)cc1	-0.6	1
O=C(C[C@@H]1CC[C@@H]2[C@H](COC[C@H](O)CN2CCC(F)(F)F)O1)NCc1ccc2c(c1)OCO2	0.1&1.5	-4
COCC(=O)N1CC[C@H]2[C@@H]1c1cc(-c3cccc(OC)c3)ccc1N(C)[C@H]2CO	-0.5	3
CCOC(=O)[C@]12CCCC=C1N(Cc1ccccc1)C(=O)[C@H](CC(=O)NCCCCc1ccccc1)C2	0.9	16
CO[C@@H]1CN(C)C(=O)c2cc(NC(=O)Nc3cc(F)ccc3F)ccc2OC[C@H](C)NC[C@@H]1C	-0.1&-1.5	3
Cc1cc(Nc2cc(Cl)cc(Cl)c2)cc(=O)n1-c1cc(Cl)cc(Cl)c1	-0.3	-6
CCCCCCCCN1C(=O)[C@H](CC(=O)N2CCC(c3ccccc3)CC2)C[C@@]2(C(=O)OC)CC(C)(C)CC=C12	0.7	6
CC(=O)N(c1nc2ccccc2s1)N1C(=O)c2ccccc2C1=O	1.7	1
O=C(NCc1ccccc1)[C@@H]1CCCN1C(=O)[C@@H](NS(=O)(=O)c1ccc(F)cc1F)C1CCCCC1	0.3	2
COC(=O)C1=C(C)N(C)C(=NCc2ccccc2)NC1c1ccccc1 (stereo not drawn)	0.2	-4
CO[C@H]1CN(C)C(=O)c2cc(NC(=O)c3cc(C)on3)ccc2OC[C@@H](C)N(C(=O)C2CC2)C[C@H]1C	-0.4&0.6	6
C[C@@H]1ON(C)[C@H]2C[C@H]3c4cc(Nc5ccccc5)ccc4CCN3C[C@@H]12	0.9	11
CC(C)C[C@@H]1COc2cccc(N3CCCCC3)c2S(=O)(=O)N1	1.0	3
O=C(C(=O)N1CCN(S(=O)(=O)c2ccccc2)CC1)c1cccc(C(F)(F)F)c1	1.5	7
O=C(Nc1ccc2ccccc2c1)C(C1CC1)n1c(=O)c(-c2cc3ccccc3[nH]2)nc2ccccc21 (stereo not drawn)	0.5	-13
CO[C@H]1CN(C)C(=O)c2ccc(NC(=O)C3CCC3)cc2OC[C@H](C)N(Cc2ccc(F)cc2)C[C@@H]1C	-0.1&-0.2	2
COC(=O)CC#C[C@H](C)[C@@H](NS(=O)(=O)c1ccc([N+](=O)[O-])cc1)C(C)(C)C	0.5	-4
C[C@@H]1CN([C@@H](C)CO)C(=O)CCCn2cc(nn2)CO[C@H]1CN(C)C(=O)Nc1ccc2c(c1)OCO2	1.0&1.2	-4
COC(=O)[C@]12C[C@H](CC(=O)N3CCOCC3)C(=O)N(Cc3ccc4c(c3)OCO4)C1=C[C@H](COCc1ccccc1)O[C@@H]2C	2.7	4
C=CCN=C1NC(c2cccc(F)c2)C(C(=O)OC)=C(C)N1Cc1ccccc1C(F)(F)F (stereo not drawn)	0.9	2
C=CCCC1CN(Cc2ccc(OC)cc2)S(=O)(=O)c2c(Oc3ccc(F)cc3OC)cccc2O1 (stereo not drawn)	1.4	9
Cc1cc(O)cc(=O)n1-c1ccc(OC(F)F)cc1	0.0	-3
COC(=O)C1CCN(C2CN(Cc3cn(Cc4ccc(C(F)(F)F)cc4)nn3)S(=O)(=O)C2)CC1 (stereo not drawn)	-1.5	2
CSc1ccc(Oc2cccc3c2S(=O)(=O)N([C@H](C)c2ccccc2)C[C@@H](COCc2ccccc2)O3)cc1C	1.1	6
CC(C)(C)OC(=O)N1CCc2onc(-c3ccc(-n4cc(C5=CCCCC5)nn4)cc3)c2C1=O	0.5	-4
N#Cc1ccc(C2CC(OCCF)=CC(=O)O2)cc1 (stereo not drawn)	1.6	1
C[C@H]1COc2cc(N3CCCCC3)ccc2S(=O)(=O)N1	0.8	-1
COc1cccc(C2CC(OCCF)=CC(=O)O2)c1 (stereo not drawn)	0.2	0
C=CCN1C(=O)c2n[nH]c(C(C)C)c2C1c1ccccc1 (stereo not drawn)	2.7	-1
CC1(C)OC(C)(C)C(=N/O)/C1=N\N	0.9	-2

Pulled one by one from above, 3 records:
SMILES	TcdB GH inh	CCHF vOTU inh
C=CCCC1CN(Cc2ccc(OC)cc2)S(=O)(=O)c2c(Oc3ccc(F)cc3OC)cccc2O1 (stereo not drawn)	1.4	9
C=CCN1C(=O)c2n[nH]c(C(C)C)c2C1c1ccccc1 (stereo not drawn)	2.7	-1
C[C@@H]1CN([C@@H](C)CO)C(=O)CCCn2cc(nn2)CO[C@H]1CN(C)C(=O)Nc1ccc2c(c1)OCO2	1.0&1.2	-4

New compounds follow
SMILES	TcdB GH inh	CCHF vOTU inh
CC(C)C[C@H]1COc2cc(NCCO)ccc2S(=O)(=O)N1	1.4	-5
Cc1cc(N2CCN(C(=O)OC(C)(C)C)C[C@H]2C)ccc1N1CCN(Cc2ccccc2)[C@@H](C)C1	1.0	17
COC(=O)[C@@]12C[C@@H](CC(=O)NCc3ccccc3)C(=O)N(Cc3ccc4c(c3)OCO4)C1=CCC(C)(C)C2	1.3	11
COC(=O)C[C@H]1CC[C@H](NC(=O)Cc2ccccc2)[C@@H](CO)O1	0.1	-1
Cc1cc2c(nc1C)CCCN2S(=O)(=O)c1ccc(C#N)cc1	4.4	-4
CC(=O)N1CCN(C(C(=O)Nc2c(C)cccc2C)c2ccccc2OC(F)(F)F)CC1 (stereo not drawn)	-0.8	-6
COC(=O)[C@]12C[C@H](CC(=O)NCCc3ccccc3OC)C(=O)N(Cc3ccccc3)C1=C[C@H](C(C)C)O[C@@H]2C1CC1	1.1	14
Fc1ccc(-c2ccc3c(n2)CCCN3Cc2ccccn2)cc1	1.4	-17
Cc1cc(Nc2cc(F)c(F)c(F)c2)cc(=O)n1-c1cc(F)c(F)c(F)c1	0.1	-1
COCCN1Cc2cc(C(=O)OC)c3c(c2C1=O)c1cc(OC)ccc1n3S(=O)(=O)c1ccc(F)cc1	0.8	5
C[C@H](CO)N1C[C@H](C)[C@@H](CN(C)C(=O)Nc2ccc(N3CCN(C)CC3)cc2)OCc2cn(nn2)CCCC1=O	-2.5&1.6	-6
CCc1c(-c2cccc(F)c2)ncn1CCc1ccccc1OC	2.4	30*
O=C(N[C@H](Cc1ccccc1)C(=O)NCc1ccccn1)[C@H]1O[C@@H](n2ccc(=O)[nH]c2=O)[C@H](O)[C@@H]1O	0.9	-17
CCOC(=O)N1CCN(C(=O)C[C@@H]2C[C@@]3(C(=O)OC)CCCCC=C3N(Cc3ccc4c(c3)OCO4)C2=O)CC1	1.9	-8
CCN(CCC(=O)Nc1cc(OC)ccc1OC)Cc1ccccc1	1.2	4
C[C@H]1CCCCO[C@@H](CN(C)CC2CC2)[C@@H](C)CN([C@@H](C)CO)C(=O)c2cc(NS(=O)(=O)c3ccccc3)ccc2O1	-0.1&-1.1&2.5	-4
Cc1[nH]c2ccccc2c1C(=O)c1c(N)[nH]c(C(=O)c2ccccc2)c1-c1ccc(Cl)cc1	0.8	20
C[C@@H]1ON(C)[C@H]2C[C@H]3c4[nH]c5cccc(-c6ccccc6)c5c4CCN3C[C@@H]12	-9.3	8
COC(=O)[C@@]12C[C@@H](CC(=O)N3CCN(C(=O)C4CC4)CC3)C(=O)N(Cc3ccco3)C1=CCC(C)(C)C2	2.1	-9
Cc1ccc(S(=O)(=O)C[C@@H]2OC[C@H](C(C)C)N2S(=O)(=O)c2ccc(C)cc2)cc1	1.7	10
Cc1ccc2nc(-c3ccc(C#N)cc3)c(Cc3cccc(F)c3)n2c1	1.4	-16
Cc1ccc(N2CCN(C(C(=O)Nc3c(C)cccc3C)c3ccccc3OC(F)(F)F)CC2)cc1 (stereo not drawn)	-0.2	20
CCCN1CCCCC(NC(=O)c2cccs2)C1=O (stereo not drawn)	-0.1	-10
CC(C)(C)S(=O)(=O)N1C[C@H]2CC(=O)C(CCO)=C2[C@@H]1CCO	0.7	1
CCOC(=O)[C@]12CCCC=C1N(Cc1ccccc1)C(=O)[C@H](CC(=O)NCCCOC)C2	-0.1	0
Cc1ccc(S(=O)(=O)N2C3CC(c4ccccc4)N(S(=O)(=O)c4ccccc4Cl)CC3C(=O)C[C@H]2c2ccccc2)cc1 (stereo partly drawn)	0.8	10
Nc1[nH]c(C(=O)c2ccc(Br)cc2)c(-c2ccc(Br)cc2)c1C(=O)NCc1ccc(-c2ccccc2)cc1	1.3	5
CCc1ccc(N2C=C(C(=O)OC)C(c3cccc4ccccc34)C(C#N)=C2N)cc1 (stereo not drawn)	1.3	21
COCc1cc(N2CCN(C(=O)OC(C)(C)C)C[C@H]2C)ccc1N1CC[C@H](O)C1	-69	10
COc1ccc(OC)c(CN2C(=O)CN(S(C)(=O)=O)CC2(C)C(=O)NC(C)C)c1 (stereo not drawn)	-1.9	3
CCCCCCCCN1C(=O)[C@@H](CC(=O)NCCc2ccccc2OC)C[C@@]2(C(=O)OC)C1=C[C@H](C(C)(C)C)O[C@@H]2C	2.0	7
O=C(Nc1c(-c2ccccc2)[nH][nH]c1=O)c1ccc2c(c1)OCO2	-17	10
CO[C@H]1CN(C)C(=O)c2cc(NC(=O)C3CCCC3)ccc2OC[C@@H](C)NC[C@H]1C	-0.5&0.3	5
CNC12CCc3cc(OC)c(OC)c(c31)-c1cc3c(cc1C2)OCO3 (stereo not drawn)	-1.4	23
CCOC(=O)N(C)[C@H]1C[C@H]2c3[nH]c4ccccc4c3CCN2C(=O)[C@H]1[C@H](C)O	0.7	-65
CCCCCCCCCc1conc1C(=O)/C=C/c1oc2c(c1C)CCC(C)C2 (stereo not drawn)	1.6	12
CCCCS(=O)(=O)N1C2=NC(C(=O)OCC)=C(C(=O)OCC)C3N(Cc4ccc(Br)cc4)c4ccccc4[C@]23C[C@H]1C(=O)OC (stereo partly drawn)	2.8	7
CNC(C)Cc1ccc(OC)cc1 (stereo not drawn)	-4.4	4
O=C(Nc1ccc2c(c1)OCCO2)C(c1ccccc1)n1c(=O)c(-c2ccco2)nc2ccccc21 (stereo not drawn)	1.1	9
COC(=O)C[C@H]1CC[C@H]2[C@H](COc3ccc(NC(=O)C4CCOCC4)cc3C(=O)N2C)O1	-0.1	13
COc1ccc2cc(C3CC=C(CO)CN3S(=O)(=O)c3ccccc3[N+](=O)[O-])n(C(=O)OC(C)(C)C)c2c1 (stereo not drawn)	0.5	-1
Cc1ccccc1C(=O)N[C@H](C(=O)N1CCC[C@H]1C(=O)NC1CCCC1)c1ccccc1	0.8	-2

High-throughput results deposited in PubChem by several laboratories.

The list is partial; count on the stated rates, not on these rows.
